RGS8-Gao reg: human RGS8-Galphao interaction regulation | P09471 | multiplexed bead flow cytometry, RGS8-Galphao binding; actives lie on both sides | response (percent of control binding), % at 10 µM | 220,000 compounds, 0.34% hits; in the data active = response below about 60% or above about 140%; inactive = in between;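 note: Galphao activated as the GDP aluminium fluoride complex binding bead-coupled RGS8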
Target sequence (P09471 whole entry, looked up): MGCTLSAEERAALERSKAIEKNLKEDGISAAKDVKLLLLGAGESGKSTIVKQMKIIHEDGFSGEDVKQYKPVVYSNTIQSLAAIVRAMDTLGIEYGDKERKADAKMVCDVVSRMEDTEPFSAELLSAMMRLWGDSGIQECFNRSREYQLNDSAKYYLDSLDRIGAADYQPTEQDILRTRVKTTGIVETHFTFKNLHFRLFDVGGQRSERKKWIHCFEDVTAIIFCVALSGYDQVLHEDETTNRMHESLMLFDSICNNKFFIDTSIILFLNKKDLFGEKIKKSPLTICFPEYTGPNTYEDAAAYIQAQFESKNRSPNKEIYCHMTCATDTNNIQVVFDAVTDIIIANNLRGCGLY
Mcl1-Bid inh: Mcl-1/Bid interaction inhibition; TR-FRET Mcl-1/Bid-Dy647 peptide binding, 1536-well; inhibition, % at 21.7 µM; 220,000 compounds, 0.97% hits; Q07820;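 active = compounds that cut the binding signal by more than half at the single screening dose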;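 note: His-tagged Mcl-1 with europium anti-His antibody binding Bid BH3 peptide; 0% = Mcl-1 plus peptide wells and 100% = peptide-only wells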
Target sequence (Q07820 whole entry, looked up): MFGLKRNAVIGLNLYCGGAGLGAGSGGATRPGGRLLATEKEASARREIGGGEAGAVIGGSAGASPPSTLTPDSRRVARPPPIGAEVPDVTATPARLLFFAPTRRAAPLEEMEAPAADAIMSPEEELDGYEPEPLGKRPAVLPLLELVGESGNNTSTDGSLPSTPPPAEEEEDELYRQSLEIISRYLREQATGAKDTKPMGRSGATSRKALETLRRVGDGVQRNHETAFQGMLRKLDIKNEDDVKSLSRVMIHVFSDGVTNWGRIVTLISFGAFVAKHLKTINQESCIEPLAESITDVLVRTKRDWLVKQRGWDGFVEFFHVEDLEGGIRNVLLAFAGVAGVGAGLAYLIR
Bim-Mcl-1: disrupts Bim peptide binding to human Mcl-1 | inhibition, % at 10 µM | Bead-based flow cytometry, Bim peptide-Mcl-1 binding | 190,000 compounds, 0.1% hits | Q07820; in the data active = inhibition above about 40%;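 note: 0% = no compound tracer wells and 100% = peptide blocker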
Pf gamet viab: inhibitors of late stage P. falciparum gametocyte viability. inhibition, % at 10.9 µM. P. falciparum stage V gametocytes, ATP luminescence, 24 h. AID 743093. 150,000 compounds, 0.065% hits;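 active = inhibition above the mean plus 3 SD of compounds within the control limits, set per campaign, cut at about 38% in these data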;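 note: 0% = DMSO wells and 100% = medium only without gametocytes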
Mcl1-Noxa inh: disrupts binding of human Mcl-1 to Noxa peptide; Q07820; TR-FRET Mcl-1/Noxa peptide binding, 2 h; inhibition, % at 21.7 µM; 220,000 compounds, 1.5% hits;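 active = compounds that cut the protein-peptide binding signal by more than 50% relative to plate controls in a single-dose test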;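 note: His-tagged Mcl-1 with rhodamine Noxa BH3 peptide and terbium anti-His antibody; 0% = Mcl-1 plus Noxa peptide wells and 100% = peptide-only wells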
* marks the source's active call; other numbers are inactive results; / = no result given.

Each structure is followed by: RGS8-Gao reg	Mcl1-Bid inh	Bim-Mcl-1	Pf gamet viab	Mcl1-Noxa inh
1	CCOC(=O)[C@H]1[C@H]2COc3cc(OC)ccc3[C@@H]2N2C(=O)CN(Cc3ccc(OC)cc3)C(=O)[C@@]12C
→ /	/	/	6	/
2	CCOc1ccc(/C=N/NS(=O)(=O)c2ccc(C)cc2)cc1OC
→ /	/	/	2	/
3	CCn1c(=N)c(C(=O)NC)cc2c(=O)n3cccc(C)c3nc21
→ /	-20	/	-8	18
4	CCN1C(=O)/C(=C/N2CCc3ccccc3C2)SC1=S
→ /	-39	/	13	31
5	COc1cc(/C=N/Nc2nc3ccccc3s2)cc([N+](=O)[O-])c1O
→ /	13	/	8	32
6	Cc1ccc(C(CC(=O)NCc2ccco2)c2ccc(OC(C)C)cc2)cc1 (stereo unspecified)
→ /	-12	/	-7	-22
7	CC(C)CNS(=O)(=O)c1ccc(OCC(=O)Nc2ccc(F)cc2F)cc1
→ /	1	-2	-9	-1
8	Cc1ccccc1C(=O)NC1CCSC1=O (stereo unspecified)
→ 101	-50	/	-10	-10
9	CC(C)(C)C1CCc2c(sc3nc(SCC(=O)O)nc(N)c23)C1 (stereo unspecified)
→ 103	5	/	-11	9
10	O=C(O)c1ccccc1C(=O)NC1CCCCNC1=O (stereo unspecified)
→ 101	14	/	0	26
11	O=C(Nc1nnc(SCc2c(Cl)cccc2Cl)s1)c1cccc([N+](=O)[O-])c1
→ 107	2	/	-20	27
12	CNC(=O)NC(=O)COC(=O)c1n[nH]c2ccccc12
→ 103	-7	/	-5	10
13	Cc1cc(-c2nnc(SCC(=O)Nc3nc(-c4ccccc4)cs3)o2)no1
→ 109	-79	/	21	-2
14	CCCCCNC(=O)C(=O)C1C(=O)Nc2ccccc21 (stereo unspecified)
→ 97	-121	/	1	-8
15	COCCNC(=O)C1CC2Cn3c(nc4cc(Cl)c(Cl)cc43)C2N1C (stereo unspecified)
→ 97	-58	/	13	1
16	NC(=O)[C@@H]1CC2(CC(c3cccc(NC(=O)COc4ccc(Cl)cc4)c3)=NO2)CN1C(=O)c1ccccc1 (stereo partly specified)
→ 104	-13	/	8	-14
17	CN(Cc1cn[nH]c1-c1ccc(-c2ccccc2)cc1)CC1CCOCC1
→ 99	-18	/	15	0
18	CC(C)(C)c1ccc(NC(=O)NC2CCCc3ccccc32)cc1 (stereo unspecified)
→ 105	3	/	13	-13
19	N#Cc1ccc(-c2cccs2)nc1SCc1cccnc1
→ 99	-2	/	11	0
20	N#Cc1cnn(-c2ccccc2)c1NC(=O)CN1CCOCC1
→ 98	-11	/	-1	-5
21	Cc1nnc(NC(=O)c2ccc(S(=O)(=O)C(F)F)cc2)s1
→ 98	-5	/	-24	-4
22	O=C(O)CSCC(=O)N1CCN(S(=O)(=O)c2cc(Cl)cc(Cl)c2)CC1
→ 101	-3	/	-2	-7
23	CN(C)CCNC(=O)C(c1ccccc1)c1ccccc1
→ 102	-9	/	1	14
24	N#Cc1c(-c2ccc(F)cc2)cc(-c2ccccc2)nc1SCC(=O)NCC(=O)O
→ 93	21	/	16	0
25	Cc1cccc(NC(=S)N(C)C)c1C
→ 102	-24	/	5	0
26	COC(=O)c1ccc(C23CC4(C2)[C@H](CN(Cc2ccc(-c5ccccc5)cc2)[C@@H]4c2ccccc2)C3c2ccc(C(F)(F)F)cc2)cc1 (stereo partly specified)
→ 106	-34	/	25	-22
27	COc1ccc(N2C(=O)CCC(C(=O)O)C2c2ccccc2OC)cc1 (stereo unspecified)
→ 99	-5	/	9	-11
28	CC(OC(=O)c1cc2ccccc2cc1O)C(=O)Nc1ccc(S(N)(=O)=O)cc1 (stereo unspecified)
→ 101	-12	/	0	1
29	O=C(CC(=O)N/N=C/c1ccc(O)cc1)N/N=C/c1ccc(O)cc1
→ 102	-75	/	-18	11
30	Clc1ccc(SCc2csc(N3CCOCC3)n2)cc1
→ 103	-20	/	-4	-10
31	COc1ccc(CCNC(=O)c2ccc3c(c2)SC2=NS(=O)(=O)CCN23)cc1
→ 106	-25	/	4	-1
32	CC(C)(C)Sc1ccccc1S(=O)(=O)C(C)(C)C
→ 99	-10	/	-1	13
33	CC(=O)Nc1ccc(OCCCNC(=O)c2c(-c3ccccc3)noc2C)cc1
→ 98	-5	/	7	3
34	Cc1cc(C(=O)O/N=C(\N)c2ccc(C(C)(C)C)cc2)no1
→ 101	-2	/	7	-22
35	O=C(O)CC(SCC(=O)Nc1ccc(Cl)c(S(=O)(=O)N2CCOCC2)c1)C(=O)O (stereo unspecified)
→ 103	-8	/	-18	17
36	Oc1[nH]c2ccccc2c1C=Nc1ccccc1
→ 97	-54	/	-21	-9
37	Cc1nc(-c2ccccn2)nc(N2CCOCC2)c1Cl
→ 101	0	/	7	7
38	Cc1ccc(NC(=O)Nc2cccc(C)n2)c(C)c1
→ 99	-13	/	1	0
39	CC(=O)Nc1ccc(C(=O)CSc2nnnn2C)cc1
→ 101	-40	/	-10	-2
40	COc1ccc(C(CC(=O)NCc2ccccc2)C(C)C)cc1 (stereo unspecified)
→ 102	7	/	-18	1
41	Cc1ccc(NC(=S)NNC(=S)Nc2cccc(C(F)(F)F)c2)cc1
→ 86	-63	/	15	-64
42	Cc1[nH]c2c([N+](=O)[O-])cccc2c1C
→ 99	-24	/	2	-9
43	O=C(C1CCN(S(=O)(=O)c2cccnc2)CC1)N1CCN(c2ccc(Cl)cc2)CC1
→ 93	-61	/	2	1
44	O=C(O)c1ccc(-c2ccccc2)[nH]c1=O
→ 100	-34	/	34	-20
45	C/C(=N\NC(=O)c1ccccn1)c1ccc(Cl)cc1
→ 108	-56	/	-3	0
46	Cc1ccc(-c2noc(-c3ccccc3C(=O)NCc3ccco3)n2)cc1
→ 93	-30	/	12	23
47	OCCNc1nc2ccccc2nc1NCCO
→ 102	4	/	7	-2
48	COc1ccc(OC)c(/C=N/NC(=O)Cn2ccnc2C)c1
→ 101	-5	/	-16	-4
49	Cc1ccc(N=Nc2ccc(O)c(P(=O)(c3ccccc3)c3ccccc3)c2)cc1
→ 101	-9	/	-7	-8
50	O=S(=O)(NCc1ccc(Cl)cc1)c1cccc2cccnc12
→ 92	-20	/	-2	-1
51	O=C(c1ccc(F)cc1)N1CCCC(C(=O)N2CCN(c3ccccc3)CC2)C1 (stereo unspecified)
→ 102	-29	/	0	14
52	Nc1nc(SCc2ccccc2)n[nH]1
→ 99	-12	/	3	-10
53	CC(=O)c1sccc1NC(=O)CC(C)(C)CC(=O)O
→ 102	-1	/	-20	-2
54	C=CCOc1ccc(C2NC(=S)NC3=C2CCc2ccccc23)cc1 (stereo unspecified)
→ 98	-30	/	10	1
55	NNC(=O)c1cccc(Cn2cc(Br)c([N+](=O)[O-])n2)c1
→ 95	-31	/	9	3
56	O=[N+]([O-])c1ccc(N2CCCCC2)nc1N1CCCCC1
→ 102	-19	/	-21	3
57	Cc1c(C(=O)O)cccc1-n1c(C)cc(/C=N/Nc2ccc([N+](=O)[O-])cn2)c1C
→ 90	-59	/	0	20
58	COc1ccccc1N1CC(C)(C)C(=O)N(C(=O)c2ccc(C)cc2)C1=S
→ 98	-7	/	13	8
59	CC(C)(C)c1ccc(SCCc2cccnc2)cc1
→ 101	-11	/	6	-6
60	Nc1c(C(=O)N/N=C/c2cccnc2)oc2nc(-c3ccccc3)cc(-c3ccco3)c12
→ 106	13	/	6	40

Compound profiles (already shown). Values in the order: RGS8-Gao reg	Mcl1-Bid inh	Bim-Mcl-1	Pf gamet viab	Mcl1-Noxa inh
Cc1ccc(N=Nc2ccc(O)c(P(=O)(c3ccccc3)c3ccccc3)c2)cc1 is listed as 101	-9	/	-7	-8
CC(C)(C)c1ccc(SCCc2cccnc2)cc1 is listed as 101	-11	/	6	-6
Cc1ccc(-c2noc(-c3ccccc3C(=O)NCc3ccco3)n2)cc1 is listed as 93	-30	/	12	23

The results go on.
Each structure is followed by: RGS8-Gao reg	Mcl1-Bid inh	Bim-Mcl-1	Pf gamet viab	Mcl1-Noxa inh
61	Cn1cccc1C(=O)NC(=O)COC(=O)c1cc(Cl)ccc1[N+](=O)[O-]
→ 100	-10	/	-2	24
62	Cc1ccccc1NC(=O)C[n+]1cc(-c2ccccc2)n2c1CCC2
→ 99	-9	/	17	-1
63	Cc1cc(C)c2oc(C(=O)Nc3ccc(S(=O)(=O)Nc4nccs4)cc3)cc(=O)c2c1
→ 100	-152	/	-9	83*
64	Cc1ccc(-c2nc3c(=O)n(-c4ccccc4)c4c(c(=O)n(C)c(=O)n4C)c3o2)cc1
→ 98	37	/	5	-6
65	COCCCNC(=O)[C@H](CSCc1ccccc1)N1Cc2ccccc2C1=O
→ 102	-42	/	-6	-7
66	O=S(=O)(NCc1ccccn1)c1cc(OCC(F)(F)F)ccc1OCC(F)(F)F
→ 100	7	/	-9	9
67	CC(C)C(=O)Nc1nc2cc3c(cc2s1)OCCO3
→ 103	-31	/	5	0
68	O=C(CN1CCN(C/C=C/c2ccccc2)CC1)Nc1ccccc1C(=O)NC1CC1
→ 104	27	/	9	42
69	COC(=O)Cc1[nH]n(-c2nc3ccccc3s2)c(=O)c1C(C)=Nc1ccc(OC)cc1
→ 100	-19	/	3	-179
70	Cc1oc(C(N)=O)nc1-c1ccccc1
→ 101	-8	/	20	10
71	CCCOc1ccc(CCCN=C(N)N)cc1Cl
→ 99	-28	/	-8	6
72	CCOC(=O)Cc1cc(=O)[nH]c(/N=C(\N)Nc2ccc(OC)cc2)n1
→ 102	-11	/	6	-4
73	Clc1nc2c(-c3ccccc3)nnn2c2ccccc12
→ 101	-14	/	1	7
74	OCCNc1cc(Cl)ncn1
→ 100	-11	/	-2	-29
75	CCc1nc2ccccc2[nH]c1=O
→ 94	1	/	-1	-3
76	Cc1noc(C)c1C(=O)N(C)Cc1ccccc1
→ 99	-15	/	2	-13
77	O=C(CSc1ccc(F)cc1)Nc1ccc(C2SCCS2)cc1
→ 95	-2	/	-7	5
78	C(=N\N1CCN(Cc2ccccc2)CC1)/c1ccccc1
→ 102	-73	/	-7	-5
79	CNC(=O)N(O)C1N(/N=C/c2cccnc2)C(=S)SC1(C)C (stereo unspecified)
→ 101	-3	/	-12	1
80	CCCc1[nH]n(-c2ccc([N+](=O)[O-])cc2)c(=O)c1C(C)=NCc1ccncc1
→ 100	-10	/	-6	-5
81	O=c1c(C(c2ccc(Br)cc2)c2c(O)nc3n(c2=O)CCCS3)c(O)nc2n1CCCS2
→ 99	-33	/	1	6
82	NC(=S)N/N=C1\CCSc2ccc(Cl)cc21
→ 104	-98	/	1	11
83	COc1ccc(-n2c(SCC(=O)Nc3cc(C(=O)O)ccc3C)nc3ccccc3c2=O)cc1Cl
→ 109	-7	/	29	7
84	Cc1ccccc1CO/N=C/c1[nH]ncc1Br
→ 103	-11	/	-10	3
85	CCn1c(=O)c2cc(C(=O)N(C)c3ccccc3F)sc2c2ccccc21
→ 100	-10	/	4	3
86	Cc1cccn2c(=O)c(C=O)c(Cl)nc12
→ 96	51*	/	19	-7
87	N=c1n(CCCOc2ccc(F)cc2)c2ccccc2n1CC(N)=O
→ 101	-2	/	20	10
88	Cc1cccc(/N=C/c2sc3ccccc3c2O)n1
→ 99	18	/	-16	82*
89	Cc1[nH]ncc1-c1ccccc1Cl
→ 101	-14	/	-9	14
90	COC(=O)c1cnc(Oc2ccc(NC(=O)NC(=O)c3c(OC)cccc3OC)cc2)cc1C(F)(F)F
→ 101	-5	/	1	-3
91	CCOc1ccc(NC(=O)CC2C(=O)N(CC)C(=S)N2NC(=O)c2ccncc2)cc1 (stereo unspecified)
→ 101	-14	/	-40	-6
92	NNc1ccc2nncn2n1
→ 100	-40	/	10	-13
93	Oc1[nH]c2ccccc2c1N=Nc1ccccc1
→ 101	-12	/	6	5
94	CCN(CC)S(=O)(=O)c1cccc(C(=O)NCCCn2ccnc2)c1
→ 99	-20	/	-35	4
95	Cc1cc(C(=O)N2CCC(C(=O)O)CC2)c(C)o1
→ 100	-22	/	-3	9
96	CN1c2ccccc2C(=O)NC1c1ccc([N+](=O)[O-])s1 (stereo unspecified)
→ 106	-6	/	-22	9
97	Cc1ccc(OCC(=O)N/N=C/c2cccn2C)cc1C
→ 100	-81	/	19	14
98	COc1ccc(NC(=S)/N=C(\N)Nc2nc(C)c3ccccc3n2)cc1
→ 91	-31	/	8	1

This is a subset; rates above refer to the full screens.
